Screening results deposited in PubChem BioAssay by National Center for Advancing Translational Sciences (NCATS).
BRCA1 expr act = activators of BRCA1 expression | MCF7-BRCA1-FFLuc reporter, luminescence, 48 h; response scale: scaled: vehicle 0%, 10 µM genistein 100% | Potency, µM (doses to about 46.1 µM), for inactives: top-dose activation, most hits filed as activators | AID 624202 | 380,000 tested, 1.1% active; active = well fitted activation curve with a large enough effect; inconclusive = small, poorly fitted or top-dose-only effect; inactive = no such curve, though single readings can be large or run the other way; note: nearly all actives have a fitted effect of over 80% in size; some results filed as inactive show a strong effect at the top dose
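Reporter cells (MCF7, BRCA1 promoter-firefly luciferase) received library compounds across a concentration series for 48 h. End-point luminescence was measured and concentration-effect curves derived after normalization.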
* = called active by the depositor; ? = inconclusive. Potency is the fitted concentration of half-maximal effect. A portion of the library (hit frequency here may not be typical).

SMILES | BRCA1 expr act
CCCCCCC(=O)Oc1cccc(C2=CC(=O)CC(C)(C)C2=O)c1 | -7%
O=C1OC(c2cc(Br)c(O)c(Br)c2)c2ccccc21 (stereo unspecified) | -43%
COc1cccc(CN2CC(C(=O)N3CCSCC3)CCC2=O)c1 (stereo unspecified) | -7%
Cc1ccc(NC(=O)c2ncn(CCCN(C)CCc3ccccn3)n2)cc1C | 11%
CN(CCc1ccccc1)C(=O)c1ccc(NC(=O)Cc2ccc(NC(=O)C3CCCN(C(=O)C4CCC4)C3)cc2)cc1 (stereo unspecified) | 0%
COCCN(CCOC)Cc1cc(=O)oc2cc(C)c(Cl)cc12 | 0%
COc1ccc(-c2nnc(N(C)C(=O)C3CCOC3)s2)cc1 (stereo unspecified) | 70%
CCN(CC)S(=O)(=O)c1ccc(N2CCCC2)c(NC(=O)CSCc2c(C)noc2C)c1 | -16%
NCCCN(Cc1ccc(Cl)c(Cl)c1)c1ccccn1 | -54%
CC1(C(=O)Nc2cccc(OC(F)(F)F)c2)Cc2c(-c3ccc(C(N)=O)cc3)ccnc2O1 (stereo unspecified) | -41%
O=C1C(F)=CC(COC(c2ccccc2)(c2ccccc2)c2ccccc2)OC1n1cc(F)c(=O)[nH]c1=O (stereo unspecified) | -79%
O=C(Nc1cccc(-n2cnnn2)c1)C1CCCN(C(=O)Cc2cccc(Cl)c2)C1 (stereo unspecified) | -6%
O=C1Nc2c(Cl)cccc2C1=O | -11%
O=C(NNS(=O)(=O)c1ccc([N+](=O)[O-])cc1)c1ccccc1 | -11%
COc1ccc(CN2C[C@@H](CO)O[C@@H](n3cnc4c(N(C)C)ncnc43)C2)cc1 | 0%
CN(C)c1ccc(C=Cc2ccnc3ccccc23)cc1N | 0%
N#Cc1ccc(OCCN2CCc3ccccc3C2)cc1 | ?
CN(Cc1ccc(F)cc1)S(=O)(=O)c1ccc2[nH]c(=O)[nH]c2c1 | 11%
O=CNc1cc(-c2ccc(C(=O)NC3CC3)cc2)cn2c(-c3ccccc3)cnc12 | -50%
COC(=O)N(C)C[C@@H]1OCc2cnnn2CCCC(=O)N([C@H](C)CO)C[C@H]1C | 7%
O=c1[nH]cc(NCc2ccccc2)c(=O)[nH]1 | 31%
CN(CC(=O)Nc1ccc(F)c(F)c1F)C(=O)C1CCCN1C(=O)c1cccs1 (stereo unspecified) | -7%
CC(C(=O)c1ccccc1)[n+]1ccc(Cl)c2ccc(Cl)cc21 (stereo unspecified) | -1%
Clc1ccc(/C=C/c2ccnc3ccccc23)cc1 | -40%
CCOC(=O)CN1C(=O)N[C@@H](c2ccco2)C(C(C)=O)=C1C | -2%
COc1ccc2c(c1)nc(-c1cccc(Br)c1)c(=O)n2C(c1ccccn1)c1nc2ccccc2[nH]1 (stereo unspecified) | 23%
c1ccc(-c2cc(-c3cc(-c4ccccc4)on3)no2)cc1 | ?
CCc1cc(-c2nnn(CCC3COCCO3)c2CC)ccc1-c1cn(Cc2ccccc2)nn1 (stereo unspecified) | -9%
O=[N+]([O-])c1ccc2cn(C3OC(CO)C(O)C3O)nc2c1 (stereo unspecified) | -16%
COCCNc1nc(Oc2ccc(C(N)=O)cc2)c2sccc2n1 | -15%
Cc1cn([C@H]2C[C@H](O)[C@@H](CNS(=O)(=O)c3ccc(NS(=O)(=O)N(C)C)cc3)O2)c(=O)[nH]c1=O | -7%
CC(C)COC(=O)N(C)C[C@@H]1OCc2cnnn2CCCC(=O)N([C@H](C)CO)C[C@H]1C | 10%
COc1ccccc1/C=C/c1cnccn1 | -13%
CSc1ncc2[nH]c(C(O)c3ccccc3)nc2n1 (stereo unspecified) | -27%
CC1(C(=O)NS(=O)(=O)c2cccc(C#N)c2)CCN1C(=O)Cc1ccccc1 (stereo unspecified) | 9%
CNc1c(Br)cc(C=O)cc1Br | 4%

Filtered by structure, the entries above containing an NH in an aromatic ring (6)
SMILES | BRCA1 expr act
O=C1C(F)=CC(COC(c2ccccc2)(c2ccccc2)c2ccccc2)OC1n1cc(F)c(=O)[nH]c1=O (stereo unspecified) | -79%
CN(Cc1ccc(F)cc1)S(=O)(=O)c1ccc2[nH]c(=O)[nH]c2c1 | 11%
O=c1[nH]cc(NCc2ccccc2)c(=O)[nH]1 | 31%
COc1ccc2c(c1)nc(-c1cccc(Br)c1)c(=O)n2C(c1ccccn1)c1nc2ccccc2[nH]1 (stereo unspecified) | 23%
Cc1cn([C@H]2C[C@H](O)[C@@H](CNS(=O)(=O)c3ccc(NS(=O)(=O)N(C)C)cc3)O2)c(=O)[nH]c1=O | -7%
CSc1ncc2[nH]c(C(O)c3ccccc3)nc2n1 (stereo unspecified) | -27%

Next structures.
SMILES | BRCA1 expr act
CCOc1ccc(S(=O)(=O)N2CCCCC2)cc1NC(=O)C1CCCC1 | 0%
Cc1ccc(OCC(=O)Oc2cccc(C)c2)cc1 | 2%
COc1ccc(C(NC(C)=O)c2ccc3cccnc3c2O)cc1OC (stereo unspecified) | -74%
Cn1cnc2ncnn2c1=S | 10%
CCC(C)[C@H](NS(=O)(=O)c1ccc(F)cc1Br)C(=O)OC (stereo partly specified) | 11%
CCNC(=O)C1(C)CCN(C(=O)c2cc(OC)c(OC)c(OC)c2)C1 (stereo unspecified) | 2%
O=C(O)c1ccc(/C=N\Nc2ccccn2)cc1 | 2.5µM*
Nc1c(Cl)cc2c(c1Br)Cc1ccccc1-2 | -5%
CCC(=O)c1ccc(OC)c(OC)c1OCc1ccccc1 | -8%
C[C@H](NS(=O)(=O)c1ccc(Cl)cc1)C(=O)OCC(=O)Nc1cc(S(=O)(=O)N2CCOCC2)ccc1Cl | 1%
COc1ccc(CCn2c(-n3nc(C)cc3C)nc3c2c(=O)[nH]c(=O)n3C)cc1 | -60%
CCN1C[C@@H]2[C@@H]3C(=O)N(C)C(=O)[C@@H]3[C@](CC)(C1=O)N2C(=O)c1ccc(Cl)cc1 | 7%
C[C@@H]1CN([C@H](C)CO)C(=O)CCCn2nncc2CO[C@H]1CN(C)Cc1ccc2cccnc2c1 | 6%
O=C1CC=Nc2ccc([N+](=O)[O-])cc21 | -22%
CN(CCc1ccccc1)C(=O)c1ccc(NC(=O)Cc2ccc(NC(=O)C3CCN(C(=O)c4ccccc4)CC3)cc2)cc1 | 0%
CC(=O)Nc1cc(-c2ccc(N3CCN(C)CC3)cc2)cn2c(-c3ccc(F)cc3)cnc12 | -14%
O=C(NN=Cc1ccc([N+](=O)[O-])cc1)C1CC1 | 1%
Cc1cc(F)ccc1-c1cc(C(=O)NCc2cc(C(F)(F)F)cc(C(F)(F)F)c2)[nH]n1 | 5%
O=C(NNC(=O)c1csc(-c2cccs2)n1)c1ccc(Cl)cc1 | 18%
COc1cccc(-c2cnc3c(NC=O)cc(-c4ccc(N(C)C)cc4)cn23)c1 | -14%
CCCCNC(=O)C1(C)CCCCN1CC(=O)c1ccc(OC)cc1 (stereo unspecified) | 2%
COc1ccc(Br)c(Cn2c(C)c(C(=O)NCc3ccc4c(c3)OCCO4)sc2=O)c1 | -2%
COc1cc(OC)cc(C(=O)N2CCN(C3CCC(C)CC3)CC2)c1 (stereo unspecified) | 1%
COc1ccc(C(=O)N2CCC(C)(C(=O)NS(=O)(=O)C3CC3)C2)c(OC)c1 (stereo unspecified) | 4%
CC(C)C1(c2ccsc2)NC(=O)NC1=O (stereo unspecified) | 35%
COc1ccc(NC(=O)Nc2ccc3c(c2)C(=O)N([C@H](C)CO)C[C@H](C)[C@H](CN(C)Cc2ccc(C(=O)O)cc2)OCCCC[C@@H](C)O3)cc1 | -1%
COc1cccc(-c2nc(-c3ccccc3)c3ccc(Cl)cc3n2)c1 | 10%
COc1cccc(NCc2nnc(SC(C(=O)N(C)C)c3ccccc3)n2C2CCCCC2)c1 (stereo unspecified) | -7%
CCN(c1ccccc1)S(=O)(=O)c1ccc(Cl)c(NC(=O)CSc2nc(N)cc(=O)[nH]2)c1 | -7%
CCOC(=O)C1CCN(C(=O)COC(=O)CNS(=O)(=O)c2ccc(SC)c([N+](=O)[O-])c2)CC1 | -21%
C[C@H](CO)N1C[C@H](C)[C@@H](CN(C)S(=O)(=O)c2ccccc2)Oc2c(NC(=O)C3CC3)cccc2C1=O | 3%
COc1ccc2cc(CNCCOCCOCCNCc3ccc4cc(OC)ccc4c3)ccc2c1 | -88%
CC1(C(=O)NS(=O)(=O)c2cccc(Cl)c2)CCN1C(=O)CC1CCCC1 (stereo unspecified) | 0%
COc1ccc(CNC(=O)C[C@@H]2C[C@H]3c4cc(NC(=O)NC5CCCC5)ccc4O[C@H]3[C@H](CO)O2)cc1 | -22%
C[C@@H]1CN([C@H](C)CO)C(=O)c2cc(C#Cc3ccccc3F)cnc2O[C@@H]1CN(C)S(=O)(=O)c1ccccc1F | 10%
CN(C)c1cccc(CNC(=O)c2csc([C@@H]3C[C@H](O)[C@@H](CO)O3)n2)c1 | 38%
COc1ccc(CN2[C@@H](CC(C)=O)c3cc(C(F)(F)F)ccc3S2(=O)=O)cc1 | 0%
OC(COCc1ccccc1F)CN1CCCCC1 (stereo unspecified) | 13%
C(=NNc1nnn(Cc2ccccc2)n1)c1ccccc1 | -27%
O=C(COC(=O)c1ccccc1)NCCCCc1ccccc1 | 4%
CN(C)CC(=O)Nc1ccc2c(c1)[C@H]1C[C@H](CC(=O)NCc3ccc4c(c3)OCO4)O[C@H](CO)[C@H]1O2 | -12%
C=CCSc1nc2sc3c(c2c(=O)[nH]1)CC(C)(C)OC3 | 4%
O=C(OC(C(=O)N1CCOCC1)c1ccccc1)c1c2c(nc3ccccc13)CCCC2 (stereo unspecified) | -7%
CCOC(=O)CC(=O)Nc1cc2ccc(OC)c(OC)c2cc1C(=O)OCC | -4%
CCCCn1c(N)c(N(CCC(C)C)C(=O)c2cccc(N3C(=O)c4ccccc4C3=O)c2)c(=O)[nH]c1=O | -19%
Cc1cccc(C(O)c2ncc(-c3cccc(C(F)(F)F)c3)[nH]2)c1C (stereo unspecified) | -2%
O=C(c1cc(Cl)cc(Cl)c1)N1CCC2CC1c1cc(-c3ccc4c(c3)OCO4)ccc12 (stereo unspecified) | -8%
COc1cc(/C=C/c2ccc3ccccc3n2)cc(OC)c1OC | 4%
COc1ccc(Cl)cc1C(=O)OCC(=O)c1c(N)n(C)c(=O)n(C)c1=O | -14%
COc1ccc(C(C(=O)NC2CCCCC2)N(Cc2ccco2)C(=O)CNC(=O)c2ccco2)cc1 (stereo unspecified) | -71%
C/C=C1\NC(=O)[C@H](C)NC(=O)[C@@H](NC(=O)[C@H](Cc2ccc(O)cc2)NC(=O)[C@@H](NC(=O)/C(C)=C/C)C(C)C)[C@@H](C)OC(=O)[C@H](CC(C)C)NC(=O)[C@@H](CCC(=O)O)NC1=O | 17%
C#CCOCCOCCOCCNc1nc(N2CCN(C(=O)[C@H](CCCCN)n3cc(CC(C)O)nn3)CC2)nc(N2CCN(C(=O)[C@H](Cc3ccc(O)cc3)n3cc(CCO)nn3)CC2)n1 (stereo partly specified) | 1%
COc1ccc(CCn2c3c(c(=O)[nH]c2=S)CN(c2ccccc2)CN3)cc1OC | 5%
COc1ccc(C2Nc3ccc(NC(=O)COC(C)=O)cc3C(=O)N2Cc2ccccc2)cc1COc1ccc(NC(C)=O)cc1 (stereo unspecified) | 0%
NC(c1ccccc1)c1csc(Nc2ccc(C(=O)NCCCO)cn2)n1 (stereo unspecified) | 3%
OC(COc1ccc(Cl)cc1)CN1CCN(c2ccccn2)CC1 (stereo unspecified) | 1%
COc1ccccc1NC(=O)C(CC(=O)O)Cc1cc(C)cc(C)c1 (stereo unspecified) | 3%
NNc1cccc(C=Cc2ccccc2)cc1=O | 19%
O=C(Nc1ccccc1Cl)c1cc(C2CCCN(C(=O)CCc3ccccc3)C2)on1 (stereo unspecified) | 13%
COc1cccc(CC(=O)Nc2ccc(F)c(S(=O)(=O)N3CCOCC3)c2)c1 | 0%

Copied from the listing (two entries):
SMILES | BRCA1 expr act
COc1ccc(C(C(=O)NC2CCCCC2)N(Cc2ccco2)C(=O)CNC(=O)c2ccco2)cc1 (stereo unspecified) | -71%
C/C=C1\NC(=O)[C@H](C)NC(=O)[C@@H](NC(=O)[C@H](Cc2ccc(O)cc2)NC(=O)[C@@H](NC(=O)/C(C)=C/C)C(C)C)[C@@H](C)OC(=O)[C@H](CC(C)C)NC(=O)[C@@H](CCC(=O)O)NC1=O | 17%

More structures.
SMILES | BRCA1 expr act
Cc1ccc2nc(C3CCCCC3)c(Cc3cccc(Cl)c3)n2c1 | -24%
CCCN1CNc2c(c(=O)[nH]c(=S)n2CCc2ccccc2OC)C1 | -12%
CCNC(=O)C1CCCN(C(=O)c2ccc(C(F)(F)F)cc2)CC1 (stereo unspecified) | 10%
CC1(C)CC(=O)C=C(c2ccccc2-c2ccc(S(C)(=O)=O)cc2)C1=O | 9%
CCN(CC)c1ccc(-c2nnc(SCC(=O)NCc3ccco3)n2C)cc1 | 9%
CN(N)c1nc(N2CCCC2)nc(N2CCCC2)n1 | -8%
Cc1ccc(C)c(OCC(=O)N(Cc2ccccc2)c2c(N)n(Cc3ccccc3)c(=O)[nH]c2=O)c1 | -30%
CC(CNCCCn1cnc2c(OCc3ccccc3)ncnc21)c1ccccc1 (stereo unspecified) | -76%
NS(=O)(=O)c1ccc(N=Nc2cc3ccccc3c(C(=O)O)c2O)cc1 | 0%
CCN(CC)C(=O)C1=C(C)N(Cc2ccc(OC)cc2)C(=O)C(CC(=O)NCCN2CCOCC2)C1 (stereo unspecified) | -3%
CC1=C(C(=O)N(C)C)CC(CC(=O)NCCN2CCOCC2)C(=O)N1Cc1ccc(C(C)(C)C)cc1 (stereo unspecified) | 1%
CCCCn1nnnc1C(c1cc2ccccc2o1)N1CCN(c2ncccc2C#N)CC1 (stereo unspecified) | -9%

A few values from the list.
Value of `CC1(C(=O)Nc2cccc(OC(F)(F)F)c2)Cc2c(-c3ccc(C(N)=O)cc3)ccnc2O1` (stereo unspecified) in BRCA1 expr act: -41%
Value of `CC(C)C1(c2ccsc2)NC(=O)NC1=O` (stereo unspecified) in BRCA1 expr act: 35%
